# Source: PubChem BioAssay
# ALOX12 inh: ALOX12 (human) lipoxygenase inhibition; purified 12hLO, xylenol orange hydroperoxide absorbance; Potency, µM (doses to about 108 µM), for inactives: at the highest dose activity change, negative = inhibition, most hits filed as inhibitors; 580,000 tested, 1.1% active; active means well fitted inhibition curve with a large enough effect; inconclusive means small, poorly fitted or top-dose-only effect, or another doubt; inactive means no such curve, though single readings can be large or run the other way
# Target sequence (P18054 whole entry, looked up): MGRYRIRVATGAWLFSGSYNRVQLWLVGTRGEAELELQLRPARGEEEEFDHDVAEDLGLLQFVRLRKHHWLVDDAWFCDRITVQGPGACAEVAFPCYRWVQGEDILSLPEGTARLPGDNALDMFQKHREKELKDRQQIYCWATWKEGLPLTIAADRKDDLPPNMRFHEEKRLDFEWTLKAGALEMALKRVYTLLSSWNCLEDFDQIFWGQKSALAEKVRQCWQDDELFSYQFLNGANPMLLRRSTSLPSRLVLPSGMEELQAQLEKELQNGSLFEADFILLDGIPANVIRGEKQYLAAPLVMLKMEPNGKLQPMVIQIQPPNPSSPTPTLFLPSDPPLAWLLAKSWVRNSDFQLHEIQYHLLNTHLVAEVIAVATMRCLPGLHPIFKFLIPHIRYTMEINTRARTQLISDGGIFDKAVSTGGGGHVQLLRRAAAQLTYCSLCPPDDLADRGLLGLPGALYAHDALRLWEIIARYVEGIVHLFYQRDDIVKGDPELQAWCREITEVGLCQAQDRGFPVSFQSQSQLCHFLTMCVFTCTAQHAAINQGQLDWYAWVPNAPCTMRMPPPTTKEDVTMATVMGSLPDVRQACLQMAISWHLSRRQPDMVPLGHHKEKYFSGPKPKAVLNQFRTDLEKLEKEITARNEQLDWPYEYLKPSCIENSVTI
#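 Purified human 12hLO (150 nM final) in 25 mM Hepes, 0.01% Triton X-100, pH 7.0 was preincubated 15 min at room temperature with compound. Then 40 uM arachidonic acid was added, 30 min. Hydroperoxide was read by Fe-XO absorbance ratio 573/405 nm.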
# Active calls of the source: *; ? = inconclusive; & = joins results of further samples; [ ] = another dose, or the depositor's remark. On the % scale 0 is the no-effect control and ±100 the full control effect; potency means the concentration at half of the fitted maximal effect. Only part of the results is shown. The share of hits here may be higher or lower than overall.
Molecule	ALOX12 inh
Clc1ccc(C2Cn3nnc(-c4nc(C5CC5)no4)c3CO2)cc1 (stereo unspecified)	45%[activator]
COc1ccccc1CC(=O)Nc1cnc(-c2cccnc2)nc1	34%[activator]
Cc1ccc(-c2csc3ncn(Cc4nc(C(C)C)no4)c(=O)c23)cc1	10%
COCCOC(=O)C1=C(C)NC2=C(C(=O)CC(c3ccccc3OC)C2)C1c1cccc(O)c1 (stereo unspecified)	?
COCCn1cnc2ccc(-c3ccc(F)cc3)nc2c1=O	15%[176 µM]
O=C(Nc1cccc(Cl)c1)c1ccc2c(Cl)c3c(nc2c1)CCCC3	10%
COCCn1c(-n2nc(C)cc2C)nc2c1c(=O)n(Cc1ccc(Cl)cc1)c(=O)n2C	-22%
O=C1c2ccccc2NC(c2csc(-c3ccc(Cl)cc3)n2)N1Cc1ccco1 (stereo unspecified)	?
N#Cc1cccc(C(=O)Nc2ccc([C@@H](O)[C@H]3COCC(=O)N3)cc2)c1	-7%[176 µM]
CC(c1cccs1)N(C)Cc1ccncc1 (stereo unspecified)	11%[176 µM]
CCN1C(=O)C(NC(=O)C(=O)NCc2cccnc2)c2cc(Cl)ccc21 (stereo unspecified)	-22%
Cc1cnc(CN2CCC3(CCC(=O)N(CCCO)C3)CC2)[nH]1	108%[activator]
O=S(=O)(c1ccccc1)N1CCC2(CCCN(C(c3ccccc3)c3ccccc3)C2)CC1	-1%[57.4 µM]
COc1ccc(NC(=O)CC2Sc3ccccc3NC2=O)cc1OC (stereo unspecified)	-5%
Cc1noc(C)c1S(=O)(=O)N1CCCc2nc(-c3ccccc3)ccc21	-12%
CCS(=O)(=O)Nc1ccc(C2(C(=O)NCc3cc(F)cc(F)c3)CCCCC2)cc1	5%
CCOC(=O)c1[nH]c2ccc(C)cc2c1NC(C)=O	-21%
O=C(CSc1ncnc2ccccc12)Nc1cc(C(F)(F)F)cc(C(F)(F)F)c1	1%
Cc1cccc(C(=O)N2CCC(=O)N([C@H](COCc3ccccc3)Cc3ccccc3)CC2)c1	-6%
Cc1c(-c2cc(C(F)F)c3c(C4CC4)nn(C)c3n2)cnn1C	15%

# The closing four entries of the part before are carried over, then new ones follow.
Molecule	ALOX12 inh
CCOC(=O)c1[nH]c2ccc(C)cc2c1NC(C)=O	-21%
O=C(CSc1ncnc2ccccc12)Nc1cc(C(F)(F)F)cc(C(F)(F)F)c1	1%
Cc1cccc(C(=O)N2CCC(=O)N([C@H](COCc3ccccc3)Cc3ccccc3)CC2)c1	-6%
Cc1c(-c2cc(C(F)F)c3c(C4CC4)nn(C)c3n2)cnn1C	15%
O=C(O)CCNS(=O)(=O)c1ccccc1Cl	?
COc1ccc(C(=O)N2CCN(c3oc(-c4ccccc4OC)nc3C#N)CC2)cc1	4%
CC(C)C(=O)N1CCC(Oc2ncccc2C(=O)N2CCCCC2)C1 (stereo unspecified)	24%
O=C(C1CC1)N1CCC(C(=O)N2CC(OCc3ccccc3)C2)CC1	64%[activator]
COc1cc(NC(=O)CCc2c(C)c3ccc(O)cc3oc2=O)cc(OC)c1	20%
COCc1noc(CCNC(=O)c2ccc(C)c(N3CCNC3=O)c2)n1	49%[activator]
O=C(CN1C(=O)CNC1=O)N1CCN(Cc2ccccc2)CC(O)C1 (stereo unspecified)	3%
Cc1ccc(NC(=O)N2CCc3c(C(=O)N(C)C)cccc32)cc1	22%
CN1C(=O)CCC2(CNC(=O)c3cccnc3)CCCC=C12 (stereo unspecified)	27%
CCN1c2cc(C(=O)Nc3cc(OC)cc(OC)c3)ccc2C(=O)N2CCCCCC21 (stereo unspecified)	-7%
Cc1ccccc1Nc1nc(NCc2ccco2)nc2c1cnn2-c1ccccc1	?
Cc1ccc(F)cc1NC(=O)COC(=O)c1ccc2ccccc2n1	-29%
Cc1cc(F)ccc1CN1CCC(CO)(CN2CCCC2)CC1	12%
Cc1ccc(-c2cc3c(=O)n(CCNC(=O)c4ccc5c(c4)OCO5)ccn3n2)c(C)c1	17%
CC1CCN(c2ccc(NC(=O)c3ccccc3SC3CCS(=O)(=O)C3)cc2)CC1 (stereo unspecified)	6.3µM*
Cc1cc(C)n(CCC(=O)N2CCCn3cc(-c4ccccc4)nc32)n1	4%
COc1ccc(-c2nc3cc(C)ccc3cc2CN2CC[C@@H](O)C2)cc1OC	0%
CCN(CC)C(=O)CSc1nc(-c2ccc(OC)cc2)nc2c1COC(C)(C)C2	10%
CS(=O)(=O)NCCc1ccc(C(=O)COc2ccc(Cl)c(Cl)c2)s1	?
Cc1ccccc1CN1CCC2(CC1)COCCN2C(=O)OCc1ccccc1	7%[176 µM]
Cc1cccc(-c2noc(-c3cccc(F)c3)n2)c1	1%
NC(=O)C1CCN(c2cc(-c3noc([C@@H]4CCCN4Cc4ccc(Cl)cc4)n3)ccn2)CC1	-8%
CCn1c(-n2nc(C)cc2C)nc2c1c(=O)n(CC(=O)C(C)(C)C)c(=O)n2C	2%
CC(=O)c1c(C)[nH]c(C(=O)COc2ccc(F)c(Cl)c2)c1C	?
CNC(=O)N1CCC(C2CCN(C(=O)c3ccc(OC)cc3)C2)CC1 (stereo unspecified)	36%
Cc1cccc(Nc2nc(-c3cc4cc(Br)ccc4oc3=O)cs2)c1	-7%
c1ccc(Oc2cc3c(cn2)NCCN(Cc2ccsc2)C3)cc1	14%[176 µM]
CC(C)(C)n1nnnc1C(c1ccccc1)N1CCN(C(=O)C2CCCO2)CC1 (stereo unspecified)	68%[activator]
CCN1CCN(c2nc3ccccc3nc2NS(=O)(=O)c2cc(Cl)ccc2Cl)CC1	25µM*
COC(=O)[C@]12C[C@H](CC(=O)N3CCSCC3)C(=O)N(CCC3=CCCCC3)C1=C[C@H](COCc1ccccc1)O[C@@H]2C	-1%
O=C(CCC1CCN(S(=O)(=O)c2ccccc2)CC1)NCc1ccccc1	29%
CCn1c(SCC(=O)Nc2cc3c(cc2C(C)=O)OCO3)nnc1C1CC1	-1%
COc1cc(NC(=O)n2ncc3cc(Cl)ccc32)cc(OC)c1OC	-7%
COc1cn(-c2ccccc2)nc1C(=O)OCC(=O)NC1CC1	11%
CC(C)CC(=O)NCCc1ccccn1	2%
C/C(=N\OC(=O)c1ccccc1Br)c1ccc(C)cc1	4%
COC(=O)c1c(C)[nH]c(C(=O)C(C)OC(=O)c2cccc(F)c2)c1C (stereo unspecified)	?
N#Cc1c(N)sc2c1-c1ccccc1CC2	?
COc1ccc(-c2noc([C@@H]3CCCN3C(=O)c3cc(OC)c(OC)c(OC)c3)n2)cc1OC	10%
C#CCN(Cc1cccc(F)c1)C(=O)c1nnc2c3cc(F)ccc3n(S(=O)(=O)c3ccc(OC)cc3)c2n1	5%
CC(c1nc2ccccc2s1)N(C)C(=O)c1cccc(S(=O)(=O)Nc2ccccc2F)c1 (stereo unspecified)	5%
N#Cc1ccc(CN2CC(Oc3ccc(F)c(F)c3)C2)cc1	-3%[12.5 µM]
O=C(CCc1cn(Cc2ccc(F)cc2)c2ccccc12)NCCc1cccs1	18%
Cc1ccc(-c2cnc(SCC(=O)Nc3ccc(Cl)cc3)o2)cc1C	-21%
C[C@H](O)[C@@H]1CN2CCc3c([nH]c4cccc(-c5ccccc5)c34)[C@@H]2C[C@@H]1N(C)C(=O)C1CCCCC1	?
COc1ccc(-n2c(SCC(=O)N3CCc4ccccc43)nc3c(c2=O)SCC3)cc1	?
CCOc1ccc(NC(=O)[C@@H]2COCC(=O)N2Cc2ccc(C)cc2)cc1	6%
COc1cccc(Cn2c(=O)c(CCc3ccccc3)nc3cnc(N(C)C)nc32)c1	0%
O=C(c1ccc(Cl)cc1)N1CC2(CCN(Cc3ccc(Cl)cc3)C2)Cc2ccccc21 (stereo unspecified)	2µM*
COC(=O)c1nnn(CC(=O)Nc2ccc(C)cc2)c1C(=O)OC	-16%

# New compounds follow
Molecule	ALOX12 inh
O=C(Cc1cccc(F)c1)NC1CCN(c2cc(-c3ccc(F)cc3)[nH]n2)C1 (stereo unspecified)	8%
C=CCn1c(COc2ccc(C(C)(C)C)cc2)nnc1SCc1c(F)cccc1Cl	?
COc1cccc2c1OCC(C(=O)NCCc1noc(-c3ccccc3)n1)C2 (stereo unspecified)	27%
Cc1cc(Cl)ccc1NC(=O)CCn1ccn2nc3c(c2c1=O)CCCC3	16%
CN(CC1CCOCC1)C(=O)NC1CCCC1	-15%
CCc1ccc(CN(C)S(=O)(=O)c2cccc(Br)c2)cc1	?
O=C(CC[C@@H]1CNC(=O)[C@@H]2C[C@H](NC(=O)c3ccccc3)CN12)NCc1ccc(F)cc1	32µM*
COCC1(CNS(=O)(=O)c2ccc(F)cc2)C[C@@H](O)[C@@H](O)C1 (stereo partly specified)	?
Cc1c(C#N)c(NC(=O)CN2CCN(C(=O)C3CC3)CC2)n(C2CCCCC2)c1C	23%
Cc1ccc(C(=O)N2CC(C(=O)NCCc3ccncc3)C3(CCOCC3)C2)cc1F (stereo unspecified)	8%

# Shown as a hit in ALOX12 inh, of those listed so far:
Molecule	ALOX12 inh
CC1CCN(c2ccc(NC(=O)c3ccccc3SC3CCS(=O)(=O)C3)cc2)CC1 (stereo unspecified)	6.3µM*
CCN1CCN(c2nc3ccccc3nc2NS(=O)(=O)c2cc(Cl)ccc2Cl)CC1	25µM*
O=C(c1ccc(Cl)cc1)N1CC2(CCN(Cc3ccc(Cl)cc3)C2)Cc2ccccc21 (stereo unspecified)	2µM*
O=C(CC[C@@H]1CNC(=O)[C@@H]2C[C@H](NC(=O)c3ccccc3)CN12)NCc1ccc(F)cc1	32µM*

# More structures follow.
Molecule	ALOX12 inh
C=CCSc1nnc(NC(=O)c2cc(=O)c3ccccc3o2)s1	-2%
O=C1CC2CCCC(C1)N2C(=O)c1ccc(C(F)(F)F)cc1	1%&37%[176 µM]
CC(=O)c1c(C)nn(CC(=O)N2CCN(c3ccnc(C)c3)CC2)c1C	25%
CC1CCN(CC[C@@H]2CC[C@H](O)[C@@H](C(=O)Nc3ccccc3)O2)CC1	-19%[176 µM]
O=C1N(Cc2ccccc2F)CCOC12CCN(Cc1ccc(F)cc1F)CC2	13%[176 µM]
COc1ccc(F)cc1-c1ccc(COc2ccc3c(cnn3CCC(=O)O)c2)cc1	35µM*
CC(NC(=O)c1ccc(Cl)cc1)c1ccc(NC(N)=O)cc1 (stereo unspecified)	2%
COCCC1(C(=O)O)CCCN(C(=O)CCc2c(C)n[nH]c2C)C1 (stereo unspecified)	10%
Cc1ccc(OCCC2CCN(C(=O)c3ccoc3)C2)cc1 (stereo unspecified)	48%[activator]
COc1ccc(CNS(=O)(=O)/C=C/c2cc(C)ccc2CNC(=O)OC(C)(C)C)cc1	11%
O=C1CCN(S(=O)(=O)c2ccccc2)CCCN(C2CCOCC2)CCN1	40%[activator]
Nc1nccnc1C(=O)NCCC12CC3CC(CC(C3)C1)C2	-1%
COc1ccc(N2CCN(C(=O)C3CCN(S(=O)(=O)c4ccc5c(c4)CC(C)N5C(=O)C4CC4)CC3)CC2)cc1 (stereo unspecified)	2%
O=C(CSc1cccc2cccc(Cl)c12)OCc1cc(Cl)c2c(c1)OCCCO2	3%
COC(=O)c1c(C)[nH]c(C(=O)C(C)OC(=O)c2c(F)cccc2F)c1C (stereo unspecified)	?
O=C(c1cc(F)cc(F)c1)N1CCC(c2n[nH]c(=O)n2-c2ccccc2)CC1	?
CCC[C@H]1[C@H](N(Cc2cccs2)Cc2cccs2)CC[C@@]23CCCN2C(=O)CCC[C@@H]13	-17%
COc1ccc(C)cc1C(=O)N1CCc2onc(-c3ccccc3F)c2C1	0%
Cn1c(=O)[nH]c(=O)c2c1nc(N1CCN(CC(N)=O)CC1)n2Cc1ccccc1	2%
C=CCNc1nc(C(=O)OC(C)C(=O)c2ccc3c(c2)CCC3)cs1 (stereo unspecified)	-33%
CC(NC(=O)c1ccc(-c2ccco2)cc1)c1ccccc1 (stereo unspecified)	13µM*
CS(=O)(=O)N1CCCN(C(=O)NCc2ccc(F)cc2)CCNC(=O)CC1c1ccccc1 (stereo unspecified)	57%[activator]
COc1ccccc1-c1c(C)nn2c(SCC(=O)NCc3cccnc3)cc(C)nc12	15%
CC(=O)N(Cc1ccccc1)c1nccs1	3%
Cn1nc(C(=O)NCC23CCCC=C2NC(=O)CC3)c2ccccc21 (stereo unspecified)	43%[activator]
O=C(c1n[nH]c2c1CCCC2)N1CCc2c(nc3cc[nH]n3c2=O)C1	59%[activator]
COc1ccc(CN2CCN(CCC=C(C)C)CC2CCO)cc1C (stereo unspecified)	7%
CCCNc1c(NC(=O)Nc2ccc(Cl)cc2)c(=O)oc2ccccc12	?
CCCNC(=O)NC(=O)CN(CC(C)O)c1ccccc1 (stereo unspecified)	-14%
COc1ccc(-c2c(C)c3cc(OS(=O)(=O)c4ccccc4)ccc3oc2=O)cc1	35%[activator]

# Two records drawn at random from those above:
Molecule	ALOX12 inh
Cn1nc(C(=O)NCC23CCCC=C2NC(=O)CC3)c2ccccc21 (stereo unspecified)	43%[activator]
CCCNc1c(NC(=O)Nc2ccc(Cl)cc2)c(=O)oc2ccccc12	?

# (listing goes on)
Molecule	ALOX12 inh
O=C(CN1C(=O)S/C(=C\c2ccc(Cl)cc2)C1=O)Nc1ccc2oc(=O)ccc2c1	?
CN1CC2(CCN(C(=O)c3cccnc3N(C)C3CCCCC3)CC2)OC1=O	7%
CC(C)Cc1nc2ccc(NC(=O)CC[C@H]3NC(=O)c4ccccc4NC3=O)cc2[nH]1	1%
O=C(c1cc(Br)cn2ccnc12)N1CCCC1	11%[176 µM]
O=C(O)/C=C/c1ccc(Cl)c(Cl)c1	-65%
